Screens (PubChem)
TDP1 block: inhibitors of human tyrosyl-DNA phosphodiesterase TDP1. recombinant TDP1, AlphaScreen DNA substrate cleavage. 0.28% of 350,000 active. AID 485290. Potency, µM (titrated, usually from 130 µM), without a hit: at the highest dose activity change, negative = inhibition, actives largely listed as inhibitors. Q9NUW8; also: nearly all actives have a fitted effect of over 40% in size
Target sequence (Q9NUW8 whole entry, looked up): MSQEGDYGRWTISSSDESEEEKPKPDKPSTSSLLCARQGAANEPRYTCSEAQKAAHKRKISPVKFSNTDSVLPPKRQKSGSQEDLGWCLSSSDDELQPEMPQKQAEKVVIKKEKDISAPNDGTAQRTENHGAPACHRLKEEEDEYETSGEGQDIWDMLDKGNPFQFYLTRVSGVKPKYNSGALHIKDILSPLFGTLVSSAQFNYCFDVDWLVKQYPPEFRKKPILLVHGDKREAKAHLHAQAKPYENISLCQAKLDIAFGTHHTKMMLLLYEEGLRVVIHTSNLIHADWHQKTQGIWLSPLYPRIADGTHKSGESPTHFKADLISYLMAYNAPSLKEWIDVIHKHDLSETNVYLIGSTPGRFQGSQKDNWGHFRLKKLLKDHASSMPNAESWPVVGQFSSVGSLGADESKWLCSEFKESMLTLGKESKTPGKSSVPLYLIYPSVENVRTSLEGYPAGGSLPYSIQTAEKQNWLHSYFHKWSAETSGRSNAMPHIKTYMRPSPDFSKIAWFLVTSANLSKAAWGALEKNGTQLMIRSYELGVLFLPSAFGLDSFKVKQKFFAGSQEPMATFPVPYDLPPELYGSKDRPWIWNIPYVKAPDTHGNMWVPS
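Recombinant human Tdp1 (E. coli-expressed, 1 nM final) preincubated with compounds 15 min at room temperature, then 5'-biotin/3'-phosphotyrosine-FITC DNA substrate (15 nM final) added for 5 min. AlphaScreen beads (10 ug/ml final) added 10 min; cleavage lowers signal.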
N370S GC mod: inhibits or activates N370S mutant glucocerebrosidase. Potency, µM (titrated, usually from 59.4 µM), inactives show at the top dose activity change, negative = inhibition, usual class: inhibitors. P04062. 0.092% of 330,000 active. N370S GC spleen homogenate, 4MU-glucoside fluorescence;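 also: 0% = full enzyme activity and -100% = no enzyme basal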
DT40 TDP1 no CPT: qHTS for Inhibitors of human tyrosyl-DNA phosphodiesterase 1 (TDP1): qHTS in cells in absence of CPT | DT40 Tdp1-/- hTDP1 cells, no CPT, ATP luminescence, 48 h | Potency, µM (series often up to 46.2 µM), for inactives: at the top dose activity change, negative = growth inhibition, most hits filed as inhibitors | 15% of 420,000 active | AID 686978, 2013; also: nearly all actives have a fitted effect of over 55% in size
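Chicken DT40 Tdp1-/- cells complemented with human TDP1, screened without camptothecin (DMSO vehicle only), 400 cells/well. Compounds pin-transferred, cells incubated at 37 °C for at least 48 hr. Growth read as ATP-dependent luminescence (CellTiter-Glo, 30 min at RT).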
The depositor's hits bear a star; ? = inconclusive; . = not tested or not shown; & = joins results of further samples; [ ] = remark or other dose. Calls follow the shape of the dose curve; as a rule, active = well fitted curve in the direction sought with a large enough effect; inconclusive = small, poorly fitted or top-dose-only effect, or another doubt; inactive = no such curve, though single readings can be large; an effect the other way counts as inactive or inconclusive. Unless noted, % is scaled to controls: 0 for no effect and ±100 for the full control effect; potency is read from the fitted curve at half-maximal effect. An excerpt, so the mix of outcomes need not match the whole.

SMILES	TDP1 block	N370S GC mod	DT40 TDP1 no CPT
Oc1c(C(c2ccccc2Cl)N2CCC(O)CC2)sc2nc(-c3ccco3)nn12 (stereo not given)	3%	.	?
CN(CC(=O)Nc1ccccc1Cl)CC(=O)N1CCc2ccccc21	-1%	.	?
O=C(CCNS(=O)(=O)c1cccc2nsnc12)NCc1ccc(F)cc1	5%	-11%	-19%
O=C(NC1CCCCC1)C1CCCN(S(=O)(=O)c2ccc(F)cc2)C1 (stereo not given)	7%	-9%	?
Clc1nccnc1N/N=C/c1ccc(Br)cc1	.	2%	-25%
O=C(Nc1c2c(nn1-c1ccc(Cl)cc1)CS(=O)(=O)C2)c1ccc2c(c1)OCO2	1%	0%	-3%
CC(=O)NCCC(=O)Nc1ccc(F)cc1C	2%	22%	-12%
CN(c1ccccc1C(=O)Nc1ccc2c(c1)n(C)c(=O)n2C)S(C)(=O)=O	.	2%	8%
CCc1ccccc1NC(=O)Cc1cn(C)c2ccccc12	4%	30%	0%&-42%
O=C(Nc1ccccn1)NC1CCS(=O)(=O)C1 (stereo not given)	3%	-18%	1%
CCOc1ncccc1C(=O)N1CCCSC1=Nc1ccc(C(C)=O)cc1	-1%	3%	-4%
O=C(CCNC(=O)c1ccc([N+](=O)[O-])cc1)Nc1ccc(N2CCOCC2)cc1N1CCOCC1	-1%	-16%	-3%
CCOc1ccccc1OCC(=O)Nc1cc(S(=O)(=O)N2CCCCC2)ccc1OC	5%	2%	?
COc1ccc(C(CCNC(C)c2ccccc2)C(C)C)cc1 (stereo not given)	3%	?	16µM*
CN(C(=O)c1cc2c(=O)n3ccccc3nc2n1C)C1CCCCC1	4%	?	?

Some entries already given, limited to TDP1 block and N370S GC mod:
SMILES | TDP1 block | N370S GC mod
O=C(CCNC(=O)c1ccc([N+](=O)[O-])cc1)Nc1ccc(N2CCOCC2)cc1N1CCOCC1 | -1% | -16%
CCOc1ccccc1OCC(=O)Nc1cc(S(=O)(=O)N2CCCCC2)ccc1OC | 5% | 2%

Further results follow:
SMILES	TDP1 block	N370S GC mod	DT40 TDP1 no CPT
COC(=O)NNC(=O)COc1ccc(Br)c(C)c1	-5%	-4%	-6%
Cn1ccnc1Sc1ccc(C=O)cc1[N+](=O)[O-]	0%	4%	?
Cc1ccc(CNC(=O)c2nnn(-c3cccc(C)c3)c2N)cc1	4%	13%	-18%
COc1ccccc1C(=O)c1cn(CC(=O)Nc2ccccc2F)c2nc(C)ccc2c1=O	5%	.	-20%
CN(C)S(=O)(=O)c1ccc(C(=O)OCC(=O)NC(=O)NCc2ccccc2)cc1	3%	-6%	-5%
O=C(CSc1c(Cl)cccc1Cl)N1CCC(c2nc3ccccc3s2)CC1	4%	4%	21µM*
Cc1csc(SCC(=O)NCCc2ccc(Cl)cc2Cl)n1	-3%	18%	?
COc1ccc(-n2c(C)c(C(C)=O)c3cc(OC(=O)c4ccc(C)cc4)ccc32)cc1	4%[12.3 µM]	.	23µM*
COc1ccc(CNC(=O)C2CCN(S(C)(=O)=O)CC2)cc1	1%	-3%	1%
CCOC(=O)c1c(C)n(-c2ccccc2)c2ccc(OC(=O)c3cccc(C)c3)cc12	-8%[12.3 µM]	.	?
CCc1c(O)nc(SCC(=O)Nc2ccc(Br)cc2)n(-c2ccc(C)cc2)c1=O	6%	-18%	28%
Cc1ccc(Cc2nc3ccccc3nc2SCC(=O)N2CCCCC2C)cc1 (stereo not given)	-3%	.	23µM*
COc1ccc(OC)c(NC(=O)CN2C(=O)c3ccccc3Sc3ccc(C(=O)N4CCCC4)cc32)c1	-1%	.	?
Cc1c(C(=O)N/N=C/c2ccc(O)cc2)sc(=S)n1C	3%	-4%	-3%
CC(C)c1ccc(NC(=O)C2CC(=O)Nc3nc4ccccc4n32)cc1 (stereo not given)	.	8%	15%
CCOC(=O)c1c(N)nn(C(=O)C(C)(C)C)c1-c1ccccc1	2%	4%	-24%
CCOc1ccc(NC(=O)CSc2nnc(-c3ccoc3C)n2CC2CCCO2)cc1 (stereo not given)	3%	4%	-6%
COc1ccc2c(=O)c(-c3ccc(OC)c(OC)c3)coc2c1	1%	16%	-22%
CCc1ccc(-c2cc(C)no2)cc1S(=O)(=O)Nc1cc(OC)c(OC)c(OC)c1	8%	.	16µM*
Fc1ccc(-c2n[nH]c(=S)n2/N=C/c2c[nH]c3ccccc23)cc1	-3%	-10%	6.5µM*
COc1ccc([N+](=O)[O-])cc1NS(=O)(=O)c1ccc(C)cc1	4%	4%	?
CCN(CC)CCC(=O)N1c2ccccc2Sc2ccc(Cl)cc21	4%	-25%	?
O=C(Nc1nnc(SCc2ccccc2Cl)s1)c1cccc([N+](=O)[O-])c1	2%	4%	-24%
CCOc1ccc(CNC(=O)c2ccc3c(c2)N(Cc2ccccc2)CCS3)cc1	1%	.	13µM*
NC(=NC(=O)c1ccc(Cl)cc1)N1N=CCC1c1ccccc1 (stereo not given)	0%	.	?
CN1CC(c2ccc(Cl)c(Cl)c2)[C@@]2(COc3ccccc3C2=O)[C@@]12C(=O)Nc1ccccc12 (stereo not given in full)	2%	23%	?
O=C(CN1CCN(Cc2ccccc2)CC1)N/N=C/c1cccnc1	-2%	0%	-6%
COc1cccc(CNC(=O)CC(NC(C)=O)c2ccccc2)c1 (stereo not given)	8%	5%	-18%
O=C(CSc1nnnn1-c1ccc(F)cc1)NNC(=O)c1ccco1	3%	4%	2%
COc1ccc(CNC(=O)c2cc(=O)c3ccc(C)c(C)c3o2)cc1	.	-1%	?

Full records, looked up by structure. Order of values: TDP1 block, N370S GC mod, DT40 TDP1 no CPT
Profile of NC(=NC(=O)c1ccc(Cl)cc1)N1N=CCC1c1ccccc1 (stereo not given) → 0%, ., ?
Profile of COc1ccc([N+](=O)[O-])cc1NS(=O)(=O)c1ccc(C)cc1 → 4%, 4%, ?
Profile of CCOC(=O)c1c(N)nn(C(=O)C(C)(C)C)c1-c1ccccc1 → 2%, 4%, -24%
Profile of CCN(CC)CCC(=O)N1c2ccccc2Sc2ccc(Cl)cc21 → 4%, -25%, ?

Next section
SMILES	TDP1 block	N370S GC mod	DT40 TDP1 no CPT
S=c1[nH]nc(-c2ccc(Br)cc2)n1Cc1ccco1	3%	-12%	?
CC[C@]12c3[nH]c4ccccc4c3CCN1C(=O)C(CC(=O)NCCCOC)C[C@@H]2C(=O)N1CCN(C(=O)C2CC2)CC1 (stereo not given in full)	-1%	.	-5%
Cc1ccc(C(=O)CNc2ccc(C)cc2C)cc1	.	-3%	16µM*
O=C(Nn1cnc2ccccc2c1=O)c1ccc(Br)cc1	.	8%	-21%
CCOc1ccccc1Oc1ccc(C(F)(F)F)cn1	0%	2%	-16%
COCCNC(=O)CN(c1ccc(OC)c(OC)c1)S(=O)(=O)c1ccc(C)cc1	0%	-1%	-17%
COc1ccc(CCNC(=O)COC(=O)c2cnc(Cl)c(Cl)c2)cc1	0%	.	2%
COc1ccc(OC)c(NC(=O)c2cc(S(=O)(=O)NCc3ccco3)ccc2F)c1	5%	-4%	?
CC1CCC(NC(=O)Cn2ncc3c4ccccc4n(Cc4ccc(F)cc4)c3c2=O)CC1 (stereo not given)	0%	.	?
O=S(=O)(NC1CCCC1)c1ccc(-n2cnnn2)cc1	.	2%	-14%
O=C(O)c1cccc2c1C(=O)c1ccccc1C2=O	11%	-6%	-2%
Brc1ccc(Nc2ncnc3[nH]ncc23)cc1	.	-9%	-21%
CC1CCCC(C)N1/N=C/c1ccc(Cl)cc1 (stereo not given)	10%	-14%	?
O=C(O)CCc1n[nH]c(=S)[nH]c1=O	-3%	5%	-3%
Cc1ccc(Nc2nc(N)nc(CN3CCc4ccccc4C3)n2)cc1	7%	-19%	?

The final three records of the part before lead into the next.
SMILES	TDP1 block	N370S GC mod	DT40 TDP1 no CPT
CC1CCCC(C)N1/N=C/c1ccc(Cl)cc1 (stereo not given)	10%	-14%	?
O=C(O)CCc1n[nH]c(=S)[nH]c1=O	-3%	5%	-3%
Cc1ccc(Nc2nc(N)nc(CN3CCc4ccccc4C3)n2)cc1	7%	-19%	?
CC1CN(CC(=O)NCc2ccc(Cl)cc2)CC(C)O1 (stereo not given)	3%	1%	-10%
CCn1nc(C(=O)N2CCN(Cc3ccc4c(c3)OCO4)CC2)c2ccccc2c1=O	10%	15%	?
COc1cc(/C=C(\C#N)C(=O)Nc2ccc3c(c2)OCCO3)ccc1O	-8%	17%	?
CN(CC(=O)Nc1cccc(F)c1)C(=O)CCCc1cccs1	0%	1%	-16%
CCc1ccc(NC(=S)Nc2cc(C(=O)O)ccc2N2CC3CC(C2)c2cccc(=O)n2C3)cc1 (stereo not given)	1%	-3%	3%
CCNC(=S)N(CCN(CC)CC)Cc1cc2cc3c(cc2[nH]c1=O)OCO3	.	?	-4%
CCCNC(=S)Nc1ccc(Nc2ccccc2)cc1	11%	3%	?
Cc1ccc(S(=O)(=O)N[C@H]2COC(=O)CC=C[C@@H](C)[C@H]3C=C[C@H](O)[C@@H](COC(=O)CC=C[C@H]2C)O3)cc1	2%&5%[21 µM]	7%&0%[12.8 µM]	.
Cc1ccc2oc(C(=O)Nc3ccc(S(=O)(=O)N4CCCC(C)C4)cc3)cc(=O)c2c1 (stereo not given)	4%	.	8.2µM*
COc1ccc(C(=O)N/N=C/c2ccccc2OC(=O)c2ccccc2)cc1	-11%	27%	0.52µM*
Cn1c(=O)[nH]c(=O)c2c1nc(SCC(O)CO)n2Cc1ccccc1Cl (stereo not given)	3%	8%	-9%
O=C(Cn1cc(C(=O)C(F)(F)F)c2ccccc21)Nc1ccccc1F	.	1%	3%
CCn1c(SCC(=O)Nc2ccc(C)cc2)nc2sc3c(c2c1=O)CCN(C)C3	7%	-4%	?
CON(C)C(=O)CC1(CN(Cc2ccccc2)C(=O)OC(C)(C)C)CCCCC1	-10%	.	18µM*
CCNS(=O)(=O)c1cccc(C(=O)c2c(C)cc3ccccn23)c1	6%	8%	15µM*
CC1CCC(C(C)(C)O)CC2=C1CCC2C (stereo not given)	15%[56.1 µM]	3%	18%
COC(=O)c1ccc(NC(=O)c2cc(-c3ccccn3)nc3ccccc23)cc1	0%	1%	-14%
Cc1ccc(-n2nc(C)c(C(=O)N3CCN(C(=O)c4ccco4)CC3)c2-n2cccc2)cc1	5%	2%	-20%
COc1cc(Nc2nc(SCc3ccccc3F)nc3ccccc23)cc(OC)c1	1%	.	18µM*
O=C(CSc1nnc(-c2ccccc2)o1)N1CCOCC1	8%	?	-12%
CN(C(=O)c1cc(COc2ccc(F)c(F)c2)on1)C1CCOC1 (stereo not given)	3%	-27%	-19%
O=C(CSc1nc(O)cc(=O)n1-c1ccccc1)Nc1nc2ccccc2s1	.	-27%	2%
Cc1nn(C)c(C)c1/C=C(/C(=O)C(C)(C)C)n1cncn1	.	-11%	23µM*
COc1ccc(CNC(=O)CN(c2ccc(C(C)C)cc2)S(=O)(=O)c2c(C)nn(C)c2C)cc1	6%	.	?
CC(C)(C)C(=O)NC(=S)NNC(=O)C(c1ccccc1)c1ccccc1	2%	-1%	3.7µM*
O=C(NCCCO)c1c(O)c2cccc3c2n(c1=O)CCC3	.	-5%	-21%
OCCN1CCN(CC(O)COCc2ccc3c(c2)OCO3)CC1 (stereo not given)	-3%	5%	-1%
O=C(c1ccccc1)C1CCN(C(=O)c2c(F)cccc2F)CC1	.	15%	14%
COc1ccccc1NC(=S)NNC(=O)c1cc(C)n(C)n1	10%	2%	-13%
Cc1ccccc1Cn1c2ccccc2c2cnn(CC(=O)NC3CCCCCC3)c(=O)c21	0%	.	10µM*
COc1ccccc1NC(=O)N1CCN(c2nnc(C)c3c(C)n(-c4ccc(Cl)cc4)nc23)CC1	6%	.	-7%
CC1(C)Cc2c(c(-c3ccco3)[nH]c(=O)c2C#N)CS1	.	-8%	-20%
CCOC(=O)c1c(CS(=O)(=O)c2ccccc2)n(C)c2cc(Br)c(O)cc12	9%	-3%	?
O=C(CSc1nnc(CNC(=O)c2c(F)cccc2Cl)o1)NC1CCCCC1	1%	-1%	5%
C=CCOc1ccc(CNn2nnnc2N)cc1	3%	9%	?
CC1CCC2(CC1)NC(=O)N(CC(=O)NCc1ccc(Cl)cc1)C2=O (stereo not given)	0%	.	?
O=c1c(S(=O)(=O)c2ccccc2)cn(Cc2ccc(F)cc2)c2cc(N3CCCCC3)c(F)cc12	5%	.	?
CC[C@H](C)[C@H](NC(N)=O)C(=O)NCCc1ccc(OC)cc1	7%	8%	-3%
Fc1ccc(Br)cc1C1C=C(c2ccc(Br)cc2)Nc2nnnn21 (stereo not given)	9%	.	23µM*
O=C(c1cc2ccccc2oc1=O)N(Cc1cccs1)Cc1ccccc1Cl	-10%[56.1 µM]	4%	?
